Source: PubChem BioAssay (several laboratories)
Rac1 GTP hydrolysis: MgcRacGAP GTPase-activating activity inhibitors, confirmation, biochemical, ADP Hunter fluorescence; inhibition, % at 30 µM; hits with a dose series show IC50 in µM; 0.6% of 340,000 active; AID 624330; MgcRacGAP-stimulated Rac1 GTP hydrolysis, ADP Hunter fluorescence; higher % means a stronger effect; GST-tagged Rac1 F28L mutant substrate;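 active = first-screen hits whose inhibition reached a set limit at any dose in the follow-up dose series; inconclusive = inhibition above the set first-screen limit but never retested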;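 note: fluorescence reports GDP produced by GAP-driven GTP hydrolysis; strong numbers were not always called active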
SIAH1 antagonists: blockers of Siah-1 interaction with plectin peptide – biochemical, fluorescence polarization, rhodamine-plectin, uHTS, primary screen (AID 1817). displacement, % at 20 µM, or IC50 in µM where a hit was titrated. 0.02% of 290,000 active. Siah-1 / rhodamine-plectin peptide fluorescence polarization; higher % means a stronger effect;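 active = displacement of at least 50% at 20 µM, with a fluorescence ratio check between 0.3 and a set limit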;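 note: plate controls were Siah plus tracer with DMSO for no effect and tracer alone without Siah for full effect; strong numbers were not always called active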
XIAP antagonists: XIAP antagonists, biochemical, IAP family, fluorescence polarization (AID 1018) | XIAP BIR domain, fluorescence polarization peptide displacement; higher % means a stronger effect | displacement, % at 20 µM, or IC50 in µM where a hit was titrated | 0.007% of 200,000 active; in the data active = displacement above about 50%; note: a part of the inactive calls stands beside numbers as strong as those of hits
AID2073: inhibitors of Mint1-CaV2.2 protein interaction, biochemical, HTRF (AID 2073); inhibition, % at 20 µM, or IC50 in µM where a hit was titrated; HTRF protein-protein interaction, Mint1-CaV2.2; higher % means a stronger effect; 0.19% of 290,000 active; in the data active = inhibition mostly above about 51%, no sharp cut-off; inconclusive = no clear call, values can overlap the other calls; inactive = mostly below about 53%; note: some results filed as inactive read as strong as hits
HIV peptide binding: inhibitors of HIV fusion peptide binding, primary screen, biochemical, uHTS, fluorescence dequenching (AID 1986); cell-free peptide binding, fluorescence dequenching, 30 min; higher % means a stronger effect; one-dose inhibition, % at 20 µM; IC50 in µM for titrated hits; 0.3% of 290,000 active; in the data active = inhibition mostly above about 52%, no sharp cut-off; inactive = mostly below about 76%; note: some results filed as inactive read as strong as hits
RSV CPE inhibition: inhibition of RSV-induced cytopathic effect – HEp-2 cells, primary 10 µM value included (AID 2391). HEp-2 cells, RSV-induced CPE inhibition; higher % means a stronger effect. 0.13% of 310,000 active. one-dose CPE inhibition, % at 10 µM; IC50 in µM for titrated hits; in the data active = a potency from the dose series; inconclusive = CPE inhibition mostly from about 23% at the one dose, without a potency; inactive = the rest, 99 in 100 with CPE inhibition below about 21%; note: strong numbers were not always called active
LYP phosphatase: inhibitors of LYP phosphatase, biochemical, fluorescence intensity, uHTS (AID 1779); recombinant LYP phosphatase, fluorescence intensity; higher % means a stronger effect; 0.054% of 290,000 active; inhibition, % at 11.5 µM, or IC50 in µM where a hit was titrated; in the data active = inhibition above about 50%;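 note: plate controls were vehicle with enzyme for no effect and no enzyme for full effect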
Large T inhibition: SV40 large T antigen inhibitors, biochemical (AID 1903). one-dose inhibition, % at 20 µM; IC50 in µM for titrated hits. SV40 large T antigen ATPase/helicase inhibition assay; higher % means a stronger effect. 0.39% of 310,000 active; in the data active = a potency from the dose series; inconclusive = inhibition mostly from about 32% at the one dose, without a potency; inactive = the rest, 99 in 100 with inhibition below about 32%; note: strong numbers were not always called active
Dengue-2 NS5 capping: Dengue-2 NS5 methyltransferase inhibitors, primary screen, biochemical, confirmation dose response (AID 588689); Dengue-2 NS5 methyltransferase capping enzyme assay, biochemical; higher % means a stronger effect; inhibition, % at 25 µM; hits with a dose series show IC50 in µM; 0.3% of 340,000 active; in the data active = a potency from the dose series; inconclusive = inhibition above about 29% without an active follow-up result
An asterisk follows results filed as active; ? = inconclusive; · = not tested or not shown. An unsorted share of the library; 1.7% or so of the library scored in one or more.

SMILES	Rac1 GTP hydrolysis	SIAH1 antagonists	XIAP antagonists	AID2073	HIV peptide binding	RSV CPE inhibition	LYP phosphatase	Large T inhibition	Dengue-2 NS5 capping
O=C(CCSCc1ccccc1Cl)N1CCN(c2ccccn2)CC1	3.3%	1.0%	-6.0%	-6.5%	-1.8%	0.7%	-4.9%	16.8%	1.6%
COC(=O)c1ccccc1NC(=O)CSc1nc2c(c(=O)[nH]1)CCC2	3.9%	-2.1%	·	3.3%	-1.5%	3.1%	0.1%	9.8%	0.0%
OC(COc1ccc(OCc2ccccc2)cc1)CN1CCOCC1 (stereo not drawn)	7.4%	-0.9%	-4.0%	?	0.1%	-2.5%	-3.3%	-0.1%	-2.8%
COc1ccccc1NC(=O)CCN1C(=O)c2ccccc2S1(=O)=O	4.3%	4.1%	-2.9%	8.7%	-0.6%	1.6%	-7.0%	3.1%	-15.1%
CN(Cc1ccccc1)C1(CNC(=O)CCC(F)(F)F)Cc2ccccc2C1	-15.8%	-2.5%	·	5.4%	-1.1%	-0.7%	-11.0%	9.0%	·
Cn1cc(S(=O)(=O)N2CCCC2)cc1C(=O)N1CCN(c2cccc(Cl)c2)CC1	8.9%	7.7%	·	9.3%	-0.8%	2.8%	-13.2%	14.4%	0.7%
CN(Cc1ccon1)Cc1cn[nH]c1-c1ccc(-c2ccccc2)cc1	4.0%	-3.4%	-0.2%	9.7%	0.5%	2.7%	-8.2%	18.2%	-0.9%
C/C(N)=C(/C#N)C(=O)CN1C(=O)NC(Cc2c[nH]c3ccccc23)C1=O (stereo not drawn)	7.8%	5.7%	·	3.9%	-1.8%	1.91µM*	-10.9%	27.8%	-1.0%
CC(OC(=O)/C=C/c1ccc2ccccc2n1)C(=O)Nc1ccc(S(N)(=O)=O)cc1 (stereo not drawn)	3.1%	·	·	·	·	-2.5%	·	10.3%	-11.6%
Cc1cc(NC(=O)C2CC2)ncc1NC(=O)C12CC3CC(CC(C3)C1)C2	5.6%	-0.3%	-1.5%	1.5%	0.9%	2.3%	4.1%	0.2%	-3.2%
O=C(NC1CCCCC1)C(c1ccccn1)N(C(=O)Cc1cccs1)c1ccc(Cl)cc1 (stereo not drawn)	9.8%	-1.1%	-4.9%	22.4%	2.8%	-0.4%	0.8%	-4.6%	-10.4%
COc1ccc(N=Cc2c[nH][nH]c2=O)cc1	10.7%	4.3%	-7.0%	-1.2%	11.9%	4.4%	-3.4%	17.9µM*	-10.5%
O=C(c1ccc(F)cc1)c1ccc(N2CCCCC2)cc1	2.9%	-1.9%	·	18.1%	-0.2%	6.1%	-2.4%	0.7%	-0.3%
COC(=O)c1ccc(C(=O)OC)c(NC(=O)CCS(=O)(=O)Cc2ccccc2)c1	4.6%	2.9%	·	-2.3%	3.2%	1.2%	-4.3%	9.2%	1.3%
CC(=O)c1ccc(OCC(C)C)c(Cc2c(O)nc(N)[nH]c2=O)c1	1.7%	-6.4%	2.8%	8.2%	4.8%	-1.0%	-3.7%	12.8%	-0.7%
COc1ccc(/C=C2\SC(=S)N(CCC(=O)Nc3ccccc3C(=O)O)C2=O)cc1	·	2.2%	·	2.8%	58.3%	5.6%	-0.4%	15.3%	-2.6%
N#C/C(=C\c1ccc2c(c1)OCCO2)C(=O)NC1CCCCC1	4.0%	1.5%	-1.1%	12.2%	0.4%	0.6%	-7.2%	10.8%	-0.3%
Cn1c(=O)c2c(nc(N/N=C/c3cccnc3)n2Cc2ccc(F)cc2)n(C)c1=O	1.2%	0.0%	·	-22.1%	-1.7%	1.2%	-3.1%	7.5%	-1.6%
CCN(CC)C(=O)c1c(C)[nH]c(=S)c(C#N)c1-c1ccco1	6.4%	1.1%	-3.0%	35.5%	10.7%	-2.7%	-3.8%	20.5%	-4.6%
COc1ccc(NCc2nnc(SCC(=O)Nc3ccccc3OC)o2)cc1	29.9%	-1.7%	-16.6%	-13.1%	-2.1%	0.3%	-3.6%	10.1%	0.8%
O=C(COc1ccccc1)NCC(=O)N/N=C/c1ccc(Br)cc1	4.2%	-8.6%	·	11.7%	-1.5%	-0.8%	-3.1%	20.1%	-6.7%
Cc1noc(C)c1C(=O)NCCCc1ccccc1	3.4%	-0.5%	-14.5%	12.4%	-1.8%	0.4%	1.2%	4.8%	-10.4%
Cc1nc2ccccc2n1CC(=O)NN	10.8%	-0.8%	-5.0%	0.1%	1.1%	0.3%	-6.9%	-1.6%	2.7%
Cc1ccc(NC(=O)NC2CCCCCCC2)cc1	6.3%	-3.3%	·	8.5%	1.0%	1.9%	-6.0%	3.8%	-7.8%
COc1cccc(CNc2cccc(C(F)(F)F)c2)c1O	-4.1%	9.5%	4.1%	-9.7%	1.5%	5.5%	-2.2%	1.6%	0.0%

Reprinted from the part before: 3 entries, then new ones.
SMILES	Rac1 GTP hydrolysis	SIAH1 antagonists	XIAP antagonists	AID2073	HIV peptide binding	RSV CPE inhibition	LYP phosphatase	Large T inhibition	Dengue-2 NS5 capping
Cc1nc2ccccc2n1CC(=O)NN	10.8%	-0.8%	-5.0%	0.1%	1.1%	0.3%	-6.9%	-1.6%	2.7%
Cc1ccc(NC(=O)NC2CCCCCCC2)cc1	6.3%	-3.3%	·	8.5%	1.0%	1.9%	-6.0%	3.8%	-7.8%
COc1cccc(CNc2cccc(C(F)(F)F)c2)c1O	-4.1%	9.5%	4.1%	-9.7%	1.5%	5.5%	-2.2%	1.6%	0.0%
COc1ccc(CCNS(=O)(=O)c2ccc(C3CNC(=O)C3)cc2)cc1OC (stereo not drawn)	5.5%	-2.2%	-4.5%	8.3%	0.7%	0.6%	-6.5%	-58.1%	1.4%
O=C(COc1ccccc1)NCC(=O)N/N=C/c1cc(Br)ccc1OCc1ccccc1	-2.9%	-2.1%	1.2%	0.8%	-1.8%	5.8%	0.2%	3.6%	5.4%
O=C(/C=C/c1cccc([N+](=O)[O-])c1)NCCSCc1ccc(Cl)cc1	15.9%	-0.9%	-5.4%	-3.4%	-1.4%	?	-6.5%	8.4%	-1.5%
O=C(CN1C(=O)c2ccccc2S1(=O)=O)NCc1ccc(F)cc1	6.4%	3.2%	·	0.7%	0.3%	2.1%	-0.6%	7.6%	1.3%
CC(OC(=O)c1cc(Cl)ccc1[N+](=O)[O-])C(=O)NC(C)c1ccc(F)cc1 (stereo not drawn)	3.6%	-0.5%	-2.9%	23.8%	0.9%	1.9%	-7.8%	0.9%	-2.9%
Cn1c(CNC(=O)c2ccco2)nnc1SCC(=O)Nc1ccc(Cl)cc1	1.4%	·	·	·	·	0.3%	·	13.8%	0.7%
CC(C)CNC(=S)N1CCN(C)CC1	28.5%	4.7%	-4.7%	11.7%	2.1%	-0.6%	2.1%	2.3%	0.6%
O=C(Cn1cncn1)N/N=C/c1ccccc1O	12.2%	-0.8%	·	25.9%	3.5%	0.7%	-1.4%	14.6%	-13.1%
COc1ccc(NC(=S)N2CCN(C(c3ccccc3)c3ccccc3)CC2)cc1OC	8.0%	-3.0%	-2.2%	-16.8%	-0.7%	4.5%	-2.5%	-4.1%	-1.5%
NC(=O)c1ccccc1NC(=O)CC12CC3CC(CC(Br)(C3)C1)C2	5.2%	-0.8%	·	16.3%	-2.4%	1.3%	-10.4%	-5.8%	0.8%
CCO[C@@H]1OC(C(=O)N2CCN(C)CC2)=C[C@H](c2coc3ccccc3c2=O)[C@H]1CCCO	6.3%	-2.9%	-1.0%	6.9%	-0.2%	0.4%	-7.9%	1.2%	-6.3%
CC1(C)C(N(O)C(=O)Nc2ccc(Cl)cc2)N(c2ccc(Cl)cc2)C(=O)N1CC(=O)NN (stereo not drawn)	0.0%	-1.7%	-3.9%	1.1%	-1.7%	-3.0%	-3.2%	-2.0%	-5.5%
CCOC(=O)N1CCC(N(CCN(C)C)C(=S)Nc2ccc(OCC)cc2)CC1	·	-1.9%	-6.4%	-7.2%	-1.3%	-1.9%	-5.9%	?	·
Cc1cccc(NC(=O)c2ccc(S(=O)(=O)N3CCCC3)cc2)c1C	2.8%	0.0%	·	2.5%	0.9%	1.9%	-5.2%	7.8%	-5.3%
COc1ccc(NC(=O)N2CCOCC2)cc1OC	5.9%	3.2%	-8.3%	-4.5%	0.1%	0.8%	-6.0%	7.0%	-2.4%
Oc1ccccc1/C=N/Nc1ccccc1	-1.0%	-2.3%	-2.6%	-6.7%	0.5%	0.2%	-4.1%	14.3%	·
Cc1ccccc1OCCn1cnc2cc([N+](=O)[O-])ccc2c1=O	5.5%	-5.7%	-13.1%	0.2%	0.2%	6.5%	0.1%	8.7%	-6.7%
Cc1ccc(C(=O)NCC(=O)OCC(=O)NCCc2ccccc2)s1	3.1%	3.0%	-1.5%	7.5%	-1.4%	-0.5%	4.0%	2.9%	0.7%
COc1cc(/C=C2/N=C(C3CCCCC3)OC2=O)cc(OC)c1OC	0.4%	3.8%	-19.1%	4.7%	-0.3%	1.4%	0.1%	2.2%	-1.4%
CC1CCN(C(=O)COC(=O)c2ccc3c(c2)OCO3)CC1	4.4%	2.8%	-4.2%	-0.5%	1.4%	-0.4%	4.3%	3.4%	-7.6%
COc1ccccc1/C=N/NC(=O)c1ccccc1NS(=O)(=O)c1ccc(C)cc1	4.3%	3.2%	-2.9%	16.7%	3.6%	1.5%	2.3%	1.4%	-0.7%
O=C(NC(=S)NNC(=O)c1ccccc1O)c1cccs1	8.7%	-4.7%	·	-7.6%	8.9%	0.5%	0.9%	20.4%	-3.7%
COc1ccc(NC(=O)c2ccco2)cc1NC(=O)COc1ccccc1	11.1%	3.4%	·	-0.2%	0.6%	4.1%	-6.0%	12.3%	-1.2%
CC(=O)c1cccc(NC(=O)c2cc(-c3ccco3)on2)c1	-2.2%	0.4%	·	12.1%	1.1%	2.2%	-12.6%	4.2%	-8.7%
CCC1CCCCN1C(=O)CSc1nnc(CNC(=O)c2cc(OC)c(OC)c(OC)c2)o1 (stereo not drawn)	7.1%	-7.4%	-6.7%	10.0%	-0.3%	0.8%	-5.8%	23.8%	1.6%
COC(=O)[C@@H]1C[C@@H]2CC[C@@H](O)C[C@@H]2N1Cc1ccccc1OS(=O)(=O)c1ccc(C)cc1	7.5%	-3.2%	·	?	9.1%	0.9%	2.3%	4.9%	-23.9%
CCOc1ccc(OCC)c(S(=O)(=O)n2ccnc2C)c1	8.6%	-1.6%	·	43.6%	-0.8%	-0.4%	-8.3%	9.0%	-5.7%
CCOC(=O)c1cnc2c(cnn2C)c1NCc1ccc(OC)cc1	-0.8%	9.6%	-1.4%	28.5%	0.1%	4.2%	-0.6%	0.4%	0.8%
CCCCCn1c(SC(C)C(C)=O)nc2c1c(=O)[nH]c(=O)n2C (stereo not drawn)	1.9%	2.6%	-4.3%	-1.3%	-1.5%	1.7%	-6.9%	-0.7%	-0.7%
Cc1ccc(-c2cc(-c3ccccc3)[nH]c(=S)c2C#N)cc1	8.0%	0.6%	1.6%	14.2%	4.0%	2.9%	-4.1%	11.3%	-26.5%
